IDE exosite inh – insulin-degrading enzyme (human) exo-site inhibition; P14735; purified IDE, FL-6b probe fluorescence polarization; stronger effect = lower value; z-score at 20 µM; actives 6.3% (n = 17,000); AID 1259349;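 active means z-score of -3 or lower, meaning strong loss of probe binding signal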;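 further: His-tagged human IDE residues 42-1019 made in E. coli with 30 nM FL-6b probe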
Target sequence (P14735 42-1019 limits assumed): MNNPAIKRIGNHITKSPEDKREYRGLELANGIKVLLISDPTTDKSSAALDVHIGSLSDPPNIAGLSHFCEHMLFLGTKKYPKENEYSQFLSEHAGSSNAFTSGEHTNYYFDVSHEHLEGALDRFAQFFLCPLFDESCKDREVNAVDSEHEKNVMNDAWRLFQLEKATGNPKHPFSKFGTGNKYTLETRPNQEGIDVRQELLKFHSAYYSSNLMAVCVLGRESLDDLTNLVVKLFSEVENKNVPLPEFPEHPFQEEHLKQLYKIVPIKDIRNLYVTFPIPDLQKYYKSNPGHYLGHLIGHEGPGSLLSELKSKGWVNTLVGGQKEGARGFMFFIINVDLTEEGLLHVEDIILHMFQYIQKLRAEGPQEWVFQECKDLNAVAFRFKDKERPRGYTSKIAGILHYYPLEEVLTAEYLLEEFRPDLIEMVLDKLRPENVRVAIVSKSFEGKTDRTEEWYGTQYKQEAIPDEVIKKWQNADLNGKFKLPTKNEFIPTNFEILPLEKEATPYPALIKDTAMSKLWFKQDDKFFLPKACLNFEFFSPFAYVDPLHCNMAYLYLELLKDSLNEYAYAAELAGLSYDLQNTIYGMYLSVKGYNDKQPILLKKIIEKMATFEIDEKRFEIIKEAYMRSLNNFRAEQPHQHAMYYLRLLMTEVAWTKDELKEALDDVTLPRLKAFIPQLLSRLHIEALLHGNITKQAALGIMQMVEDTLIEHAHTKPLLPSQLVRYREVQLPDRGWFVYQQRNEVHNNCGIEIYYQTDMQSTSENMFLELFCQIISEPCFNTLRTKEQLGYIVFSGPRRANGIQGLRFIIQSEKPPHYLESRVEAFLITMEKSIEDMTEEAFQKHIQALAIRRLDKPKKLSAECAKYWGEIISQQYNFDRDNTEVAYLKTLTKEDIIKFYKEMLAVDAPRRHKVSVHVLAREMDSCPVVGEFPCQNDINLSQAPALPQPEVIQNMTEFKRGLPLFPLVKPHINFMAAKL
Numbers without * were called inactive; & = joins results of further samples.

SMILES | IDE exosite inh
CC(C)C#Cc1ccc([C@H]2[C@@H](CO)N3C(=O)CN(C(=O)Cc4ccccc4)C[C@@H]23)cc1 | -1.4
CCCC#Cc1ccc([C@H]2[C@@H](CO)N3CCCCN(C(=O)c4ccc5c(c4)OCO5)C[C@H]23)cc1 | 0.65
CN1C(=O)c2cc(NC(=O)Cc3cccs3)ccc2OC[C@H]2O[C@@H](CC(=O)NCCc3ccncc3)CC[C@H]21 | 0.89
O=C(C1CCOCC1)N1CC[C@@H]2[C@H]1c1cc(-c3cccc(F)c3)ccc1N[C@@H]2CO | 0.38
CN1C(=O)c2cc(NC(=O)Nc3ccccc3Cl)ccc2OC[C@H]2O[C@H](CC(=O)O)CC[C@H]21 | -0.35
CCCC#Cc1ccc([C@@H]2[C@@H](CO)N3C(=O)CN(S(=O)(=O)c4ccccc4C)C[C@H]23)cc1 | -1.6
CC(=O)N1CCCCN2[C@H](C1)[C@H](c1ccc(-c3ccncc3)cc1)[C@@H]2CO | 4.1
O=C(NC1CCCC1)N1CCCCN2[C@H](CO)[C@H](c3ccc(-c4ccccc4)cc3)[C@@H]2C1 | -0.47
COc1ccccc1CN1C[C@@H]2N[C@H](C1)C2c1ccc(-c2ccccc2)cc1 (some centres not stated) | -1.1
CC(C)NC(=O)NCC[C@@H]1CC[C@@H](NS(=O)(=O)c2ccc(Oc3ccccc3)cc2)[C@H](CO)O1 | 2.4
Cn1cnc(S(=O)(=O)N2CCCCN3[C@H](C2)[C@H](c2ccc(-c4ccc(F)cc4)cc2)[C@@H]3CO)c1 | 2.9
Cc1cccc(S(=O)(=O)N2C[C@H]3[C@@H](c4ccccc42)[C@@H](CO)N3C(=O)c2ccccc2)c1 | 0.35
CNC[C@@H]1Oc2ncc(-c3cncnc3)cc2C(=O)N([C@@H](C)CO)C[C@H]1C | -1.2
O=C(Cc1ccccn1)N1CC(=O)N2[C@H](C1)[C@@H](c1ccc(-c3ccc(F)cc3)cc1)[C@@H]2CO | 1.9
Cc1nc(N2[C@@H](C#N)[C@H](c3ccccc3)[C@@H]2CO)sc1C | 0.92
COc1ccc2c3c([nH]c2c1)[C@@H](CO)N(Cc1nccs1)CC31CCN(C(=O)C2CCCCC2)CC1 | 1.4
C[C@H](CO)N1C[C@H](C)[C@@H](CN(C)S(C)(=O)=O)OCCCC[C@H](C)Oc2ccc(NC(=O)NC3CCCCC3)cc2C1=O | -0.078
Cc1ccccc1-c1ccc([C@H]2[C@@H](CO)N3C(=O)CN(C(=O)c4cccnc4)C[C@@H]23)cc1 | -8.4*
CO[C@@H]1CN(C)C(=O)c2cc(NC(=O)c3ccc(Oc4ccccc4)cc3)ccc2OC[C@H](C)NC[C@H]1C | -7.6*
O=C(C[C@H]1CC[C@@H]2NC[C@H](O)COC[C@H]2O1)NCCc1ccncc1 | -0.016
COc1ccc(C(=O)Nc2ccc3c(c2)C(=O)N(C)[C@@H]2CC[C@@H](CC(=O)NCC4CC4)O[C@@H]2CO3)cc1 | 0.031
N#Cc1cccc(-c2ccc([C@H]3[C@H]4CN(Cc5ccccc5F)CCCCN4[C@H]3CO)cc2)c1 | -0.18
Cc1noc(C)c1S(=O)(=O)N(C)C[C@@H]1OCCCC[C@H](C)Oc2ccc(NC(=O)CCC(F)(F)F)cc2C(=O)N([C@H](C)CO)C[C@@H]1C | 0.3
COc1ccc(NC(=O)N2CC(=O)N3[C@H](CO)[C@@H](c4ccc(-c5ccc(C)cc5)cc4)[C@H]3C2)cc1 | -0.11
N#C[C@@H]1[C@H](c2ccccc2C2=CCCC2)[C@H](CO)N1C(=O)C1CCCC1 | 0.66
CO[C@H]1CN(C)C(=O)c2cc(NC(=O)c3ccc(F)cc3)ccc2OC[C@@H](C)N(C(=O)CC2CC2)C[C@H]1C | 0.32
CCC(=O)N1CC(=O)N2[C@H](CO)[C@@H](c3ccc(C#Cc4cccc(OC)c4)cc3)[C@@H]2C1 | -5.2*
C[C@@H]1CN([C@H](C)CO)C(=O)CCCn2nncc2CO[C@H]1CN(C)S(=O)(=O)c1ccc(Oc2ccccc2)nc1 | -0.51
COc1cccc(NC(=O)Nc2ccc3c(c2)C(=O)N(C)C[C@@H](OC)[C@@H](C)CN[C@@H](C)CO3)c1 | -0.14
CCC(=O)N1CC(=O)N2[C@H](CO)[C@@H](c3ccc(C#Cc4cccc(F)c4)cc3)[C@@H]2C1 | -1.1
CCC(=O)Nc1ccc2c(c1)C(=O)N(C)C[C@H](OC)[C@H](C)CN(Cc1nccs1)[C@@H](C)CO2 | -0.67
COc1ccccc1CN1[C@H](CO)[C@@H]2c3ccccc3N(C(=O)C3CCOCC3)C[C@@H]21 | 1.1
O=C(C1CCC1)N1CC(=O)N2[C@H](C1)[C@@H](c1ccc(Br)cc1)[C@@H]2CO | 0.91
C/C=C/c1cnc2c(c1)C(=O)N([C@H](C)CO)C[C@H](C)[C@@H](CN(C)CC1CCOCC1)O2 | -0.4
C/C=C/c1ccc([C@H]2[C@@H](CO)N3CCCCN(S(=O)(=O)c4ccccc4)C[C@@H]23)cc1 | 5.3
CN1CCCCN2[C@H](CO)[C@H](c3ccc(C4=CCCC4)cc3)[C@H]2C1 | 3.5
N#C[C@@H]1[C@H](c2ccccc2)[C@H](CO)N1S(=O)(=O)Cc1ccccc1 | 2.8
O=C(Nc1cccc(F)c1)N1CCCCN2[C@H](C1)[C@H](c1ccc(C#Cc3cccnc3)cc1)[C@@H]2CO | -1.5
CO[C@@H](CN(C)C(=O)C1CCOCC1)[C@H](C)CN([C@@H](C)CO)S(=O)(=O)c1ccccc1 | 0.34
N#C[C@@H]1[C@H](c2ccc(C3=CCCCC3)cc2)[C@@H](CO)N1C(=O)c1ccccn1 | -0.67
O=C(C[C@H]1CC[C@@H](NS(=O)(=O)c2ccccc2F)[C@H](CO)O1)NCCCN1CCOCC1 | 0.82
O=C(c1ccc2c(c1)OCO2)N1CCCCN2[C@H](CO)[C@H](c3ccc(-c4ccccc4)cc3)[C@@H]2C1 | 1.7
O=C(c1ccc(F)cc1)N1CC(=O)N2[C@H](C1)[C@H](c1ccc(/C=C/c3ccccc3)cc1)[C@@H]2CO | -2.8
Cc1nn(C)cc1NC(=O)C[C@H]1CC[C@@H]2[C@H](COc3ccc(NC(=O)C4CCOCC4)cc3C(=O)N2C)O1 | -1.2
CCC(=O)N1CCCCN2[C@H](C1)[C@H](c1ccc(C#Cc3ccccc3)cc1)[C@@H]2CO | -4.6*
CCC(=O)N1CCCCN2[C@H](CO)[C@H](c3ccc(/C=C/c4ccccc4)cc3)[C@H]2C1 | -3.1*
O=C(Cc1ccccc1)N1CC[C@H]2[C@H](CO)Nc3ccc(C#Cc4cccc(F)c4)cc3[C@H]21 | 2.4
C[C@@H]1CN([C@H](C)CO)C(=O)c2cc(NS(=O)(=O)c3ccc(F)cc3)ccc2O[C@@H]1CN(C)C(=O)Nc1ccccc1 | 2.3
Cc1ccccc1-c1ccc(C2[C@H]3CNC[C@@H]2N3C(=O)Nc2ccc(F)cc2)cc1 (some centres not stated) | -0.67&-2
CO[C@@H]1CN(C)C(=O)c2ccc(NC(=O)C3CC3)cc2OC[C@@H](C)N(C(C)=O)C[C@@H]1C | 0.95
COCC(=O)N1[C@H](CO)[C@H](c2ccccc2)C12CN(C(=O)c1ccccc1)C2 | 0.26
CCN(C[C@@H]1[C@@H](c2ccc(C3=CCCCC3)cc2)[C@@H](CO)N1C(C)=O)C(C)=O | -0.15
O=C(Nc1cccc(F)c1)N1CC(=O)N2[C@H](C1)[C@H](c1ccc(-c3ccccc3)cc1)[C@@H]2CO | -0.76
N#Cc1ccc(-c2ccc([C@@H]3[C@H]4CNC[C@@H]3N4Cc3ccc4c(c3)OCO4)cc2)cc1 | -0.62
O=S(=O)(c1ccccc1)N1CCCCN2[C@H](CO)[C@H](c3ccc(C#Cc4ccccc4)cc3)[C@@H]2C1 | 3.7
Cc1cccc(S(=O)(=O)N2C[C@H]3[C@@H](c4ccccc42)[C@@H](CO)N3CC2CCCC2)c1 | -0.67
COCC(=O)Nc1ccc2c(c1)C(=O)N(C)C[C@@H](OC)[C@H](C)CN(CCc1ccccc1)[C@@H](C)CO2 | 1.5
C/C=C/c1ccc([C@H]2[C@H]3CN(S(=O)(=O)c4cccc(F)c4)CC(=O)N3[C@H]2CO)cc1 | -2.1
O=C(C[C@H]1C=C[C@@H](NC(=O)C2CCC2)[C@@H](CO)O1)NC1CCCCC1 | -1
CCNC[C@@H]1[C@H](c2ccccc2)[C@H](CO)N1C(=O)Cc1ccccn1 | 0.68

A stretch from further up, for reference:
SMILES | IDE exosite inh
O=C(Nc1cccc(F)c1)N1CC(=O)N2[C@H](C1)[C@H](c1ccc(-c3ccccc3)cc1)[C@@H]2CO | -0.76
N#Cc1ccc(-c2ccc([C@@H]3[C@H]4CNC[C@@H]3N4Cc3ccc4c(c3)OCO4)cc2)cc1 | -0.62

New compounds follow
SMILES | IDE exosite inh
CC(=O)N1CC(=O)N2[C@H](CO)[C@@H](c3ccc(C#Cc4cccnc4)cc3)[C@H]2C1 | 1.5
C[C@H](CO)N1C[C@H](C)[C@@H](CN(C)Cc2ccc3c(c2)OCCN3C)OCc2cnnn2CCCC1=O | -2
C[C@@H]1CN([C@H](C)CO)S(=O)(=O)c2ccc(C#Cc3cccc(F)c3)cc2O[C@H]1CN(C)S(=O)(=O)c1cn(C)cn1 | -1.1
O=C(Nc1cccc(F)c1)N1CCCCN2[C@H](CO)[C@H](c3ccc(-c4ccncc4)cc3)[C@H]2C1 | 4.3
O=C(NCc1cc(F)cc(F)c1)[C@H]1[C@H](CO)[C@H]2Cn3c(cccc3=O)[C@@H]1N2 | 1.1
CCCNC(=O)Nc1ccc2c(c1)OC[C@@H](C)N(Cc1cncnc1)C[C@@H](C)[C@H](OC)CN(C)C2=O | -1.2
C[C@H](CO)N1C[C@H](C)[C@@H](CN(C)C(=O)Nc2ccc(C(F)(F)F)cc2)OCCCC[C@H](C)Oc2ccc(NS(=O)(=O)c3cn(C)cn3)cc2C1=O | 1
CC(=O)NC[C@H]1[C@H](c2ccc(C3=CCCC3)cc2)[C@H](CO)N1C(=O)NC(C)C | 2.7
CCC(=O)N1CC(=O)N2[C@H](CO)[C@H](c3ccc(C#CC(C)C)cc3)[C@@H]2C1 | 3.6
O=C(NC1CCCCC1)N1CC(=O)N2[C@H](CO)[C@H](c3ccc(/C=C/c4ccccc4)cc3)[C@H]2C1 | -6.7*
CCCC#Cc1ccc2c(c1)[C@@H]1[C@@H](CCN1S(=O)(=O)c1ccccc1C)[C@@H](CO)N2 | 2.4
CO[C@H]1CN(C)C(=O)c2ccc(NS(=O)(=O)c3ccc(C)cc3)cc2OC[C@H](C)N(C)C[C@@H]1C | 1.1

Random excerpt: 4 entries already listed.
SMILES | IDE exosite inh
CCCNC(=O)Nc1ccc2c(c1)OC[C@@H](C)N(Cc1cncnc1)C[C@@H](C)[C@H](OC)CN(C)C2=O | -1.2
O=C(NC1CCCCC1)N1CC(=O)N2[C@H](CO)[C@H](c3ccc(/C=C/c4ccccc4)cc3)[C@H]2C1 | -6.7*
C[C@H](CO)N1C[C@H](C)[C@@H](CN(C)Cc2ccc3c(c2)OCCN3C)OCc2cnnn2CCCC1=O | -2
C[C@@H]1CN([C@H](C)CO)S(=O)(=O)c2ccc(C#Cc3cccc(F)c3)cc2O[C@H]1CN(C)S(=O)(=O)c1cn(C)cn1 | -1.1

(further entries)
SMILES | IDE exosite inh
N#Cc1ccc(-c2ccc([C@@H]3[C@H]4CN(C(=O)Cc5ccccc5)CC(=O)N4[C@H]3CO)cc2)cc1 | 1
C[C@H]1CN([C@@H](C)CO)C(=O)CCCn2nncc2CO[C@@H]1CN(C)S(=O)(=O)c1ccccc1C#N | 0.13
CN1C(=O)c2cc(NS(=O)(=O)c3cccc(F)c3)ccc2OC[C@@H]2O[C@H](CC(=O)NCCN3CCCCC3)CC[C@@H]21 | 0.48
C/C=C/c1ccccc1[C@H]1[C@@H](C#N)N(C(=O)CN2CCOCC2)[C@@H]1CO | 0.21
CO[C@@H](CN(C)S(=O)(=O)c1ccc(C)cc1)[C@@H](C)CN([C@H](C)CO)S(=O)(=O)c1cccc(Cl)c1 | 1.9
CN(C)C(=O)C[C@@H]1CC[C@@H]2[C@H](COC[C@H](O)CN2C(=O)C2CCOCC2)O1 | 1
C[C@H](CO)N1C[C@H](C)[C@@H](CN(C)S(=O)(=O)c2ccccc2)OCCCC[C@H](C)Oc2ccc(NC(=O)Nc3ccc4c(c3)OCO4)cc2C1=O | 1.2
O=C(C[C@H]1C=C[C@@H](NC(=O)c2cnccn2)[C@H](CO)O1)NCc1ccccc1F | 2.2
CC(C)CC#Cc1ccc([C@@H]2[C@H](CO)N3C(=O)CN(C(=O)Cc4cccnc4)C[C@@H]23)cc1 | 1.4
O=C(C[C@@H]1C=C[C@H](NC(=O)c2ccncc2)[C@H](CO)O1)NCC1CC1 | 1.5
CCC(=O)N1[C@H](CO)[C@H](c2ccccc2)[C@@H]1CN(CC)C(=O)c1cccc(F)c1 | -0.7
O=C(c1ccc2c(c1)OCO2)N1CCCCN2[C@H](CO)[C@@H](c3ccc(-c4ccccc4)cc3)[C@@H]2C1 | 0.43
Cc1cccc(-c2ccc([C@@H]3[C@H]4CN(C(=O)NC(C)C)CCCCN4[C@H]3CO)cc2)c1 | -12*
COc1ccc(NC(=O)N2CCCCN3[C@H](CO)[C@H](c4ccc(C#CCC(C)C)cc4)[C@@H]3C2)cc1 | 3.5
C[C@@H](O)C#Cc1ccc([C@@H]2[C@H]3CN(CC4CC4)CCCCN3[C@H]2CO)cc1 | 0.53
CO[C@@H]1CN(C)C(=O)c2ccc(NC(=O)Nc3ccccc3)cc2OC[C@@H](C)N(C(=O)CC2CC2)C[C@H]1C | 0.33

Some of the entries above, reformatted.
| canonical_smiles | IDE exosite inh |
| --- | --- |
| COc1ccc(NC(=O)N2CCCCN3[C@H](CO)[C@H](c4ccc(C#CCC(C)C)cc4)[C@@H]3C2)cc1 | 3.5 |
| C[C@@H](O)C#Cc1ccc([C@@H]2[C@H]3CN(CC4CC4)CCCCN3[C@H]2CO)cc1 | 0.53 |
| CO[C@@H]1CN(C)C(=O)c2ccc(NC(=O)Nc3ccccc3)cc2OC[C@@H](C)N(C(=O)CC2CC2)C[C@H]1C | 0.33 |

Screens as filed in PubChem BioAssay.

This is a subset; the hit share may differ from the screen's.
